FH_mod = Identification of activators of human fumarate hydratase by quantitative high-throughput screening. Fumarate hydratase, mitochondrial (Homo sapiens), P07954. FH coupled MDH/diaphorase resazurin fluorescence, 15 min. Potency, µM (top dose mostly 79.9 µM), for inactives: at the highest dose activity change, negative = inhibition, usual class: inhibitors. 0.22% of 54,000 active; also: potency is read from the fitted curve at half-maximal effect; % is scaled to controls: 0 for no effect and ±100 for the full control effect; the screen sought activators but most active calls are inhibition curves; nearly all actives have a fitted effect of over 45% in size
Target sequence (P07954 whole entry, looked up): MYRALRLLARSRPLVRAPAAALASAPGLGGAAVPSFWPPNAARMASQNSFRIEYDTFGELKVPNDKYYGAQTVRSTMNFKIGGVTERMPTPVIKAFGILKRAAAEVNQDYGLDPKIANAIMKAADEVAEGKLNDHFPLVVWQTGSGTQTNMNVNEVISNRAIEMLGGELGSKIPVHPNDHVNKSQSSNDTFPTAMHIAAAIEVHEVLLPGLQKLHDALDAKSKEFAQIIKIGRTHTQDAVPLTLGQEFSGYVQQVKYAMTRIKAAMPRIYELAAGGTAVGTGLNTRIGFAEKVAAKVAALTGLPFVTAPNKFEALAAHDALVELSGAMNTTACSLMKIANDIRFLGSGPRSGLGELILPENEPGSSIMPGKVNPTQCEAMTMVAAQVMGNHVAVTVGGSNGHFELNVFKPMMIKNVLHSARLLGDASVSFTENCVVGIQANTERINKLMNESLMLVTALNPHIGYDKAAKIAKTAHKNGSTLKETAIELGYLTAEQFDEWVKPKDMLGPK
GALK_inhibitor = qHTS Assay for Inhibitors of Human Galactokinase (GALK): NCGC Sytravon Library Screen. P51570. recombinant GALK, Kinase-Glo ATP luminescence, 1 h. Potency, µM (highest dose often 57.5 µM), inactives show at the highest dose activity, negative = inhibition, hits mostly inhibitors. 44,000 tested, under 10 active. AID 1347072, 2019;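 also: plate controls were full GALK reaction for no effect and reaction lacking GALK for full effect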
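5 nM GALK; 35 uM ATP; 100 uM D-galactose; 20 mM HEPES pH 8.0, 5 mM MgCl2, 60 mM NaCl, 1 mM DTT, 0.01% BSA; 1 h RT; Kinase-Glo Plus luminescence.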
PTAP-TSG101_blk = qHTS Validation Assay for Inhibitors of HIV-1 Budding by Blocking the Interaction of PTAP/TSG101: Sytravon Library Screen | Fluorescence polarization, FITC-PTAP peptide/Tsg101, 20 min | AID 1347069, 2019 | Tumor susceptibility gene 101 protein (Homo sapiens), Q99816 | Potency, µM (highest dose often 115 µM), inactives show at the highest dose activity change, negative = inhibition, actives largely listed as inhibitors | 44,000 tested, under 10 active; also: potency is read from the fitted curve at half-maximal effect; 0% is about no effect
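Steps: Tsg101 binding domain (10 uM final) in HEPES pH 7.5/NaCl/Tween 20/EDTA/TCEP; add compound; add FITC-PTAP peptide (50 nM final); incubate 20 min r.t.; read polarization.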
NTMT1_inhibitor = Primary qHTS for Inhibitors of N-terminal methyltransferase 1 (NTMT1): MTaseGlo Assay | NTMT1 MTase-Glo SAH luminescence, purified enzyme | 2.5% of 59,000 active | Potency, µM (doses to about 114 µM), for the others: top-dose activity change, negative = inhibition, actives largely listed as inhibitors | N-terminal Xaa-Pro-Lys N-methyltransferase 1 (Homo sapiens), Q9BV86 | AID 1645870, 2021;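 also: potency is read from the fitted curve at half-maximal effect; plate controls were DMSO vehicle for no effect and no enzyme for full effect; nearly all actives have a fitted effect of over 65% in size; many of its hits are not listed in these tables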
Target sequence (Q9BV86 whole entry, looked up): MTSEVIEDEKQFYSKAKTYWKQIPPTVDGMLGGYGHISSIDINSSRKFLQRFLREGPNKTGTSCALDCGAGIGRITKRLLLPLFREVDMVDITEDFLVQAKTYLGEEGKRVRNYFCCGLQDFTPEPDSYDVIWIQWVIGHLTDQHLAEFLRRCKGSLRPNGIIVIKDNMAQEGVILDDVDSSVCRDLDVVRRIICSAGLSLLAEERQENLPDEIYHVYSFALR
B2AR_arrestin_ag = qHTS assay of beta-arrestin-biased ligands of beta2-adrenergic receptor: NCGC Sytravon Library Screen | HTLA Tango cells, beta-arrestin recruitment, luciferase luminescence, 18 h | Potency, µM (highest dose often 46.1 µM), inactives show at the highest dose activation, usual class: activators | 44,000 tested, under 10 active;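 also: potency is read from the fitted curve at half-maximal effect; 0% = DMSO and full agonism = EC100 isoproterenol or metaproterenol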
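Tango cell line, 1% FBS DMEM; cpd titration up to 46 microM; 18 hr, 37 degrees C, 5% CO2. Luciferin/ATP substrate mix added, 15 min RT, luminescence. %Activity, CRC fitting, curve-class categorization.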
p53null_32C_tox = qHTS Screen for Compounds that Selectively Target Cancer Cells with p53 Mutations: Cytotoxicity of p53 Null Cells at the Permissive Temperature; Potency, µM (top dose mostly 46.1 µM), inactives show at the highest dose activity change, negative = cytotoxicity, most hits filed as cytotoxic; 0.62% of 55,000 active; H1299-neo p53 null cells, ATP luminescence, 24 h, 32C;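 also: potency is read from the fitted curve at half-maximal effect; 0% = DMSO only and -100% = full killing by 100 µM tamoxifen; nearly all actives have a fitted effect of over 55% in size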
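AC50 values derive from Hill modelling of qHTS concentration-response data (up to 46 uM) in H1299-neo cells. Cells were treated 24 h at 32C following overnight attachment at 37C; viability was read as cellular ATP.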
p53null_39C_kill = qHTS Screen for Compounds that Selectively Target Cancer Cells with p53 Mutations: Cytotoxicity of p53 Null Cells at the Nonpermissive Temperature; AID 904, 2007; H1299 p53-null (neo) cells, 39C, ATPlite viability, 24 h; 0.97% of 55,000 active; Potency, µM (series often up to 46.1 µM), without a hit: at the highest dose activity, negative = cell killing, most hits filed as cytotoxic;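 also: potency is read from the fitted curve at half-maximal effect; 0% = DMSO only and -100% = full killing by 100 µM tamoxifen; nearly all actives have a fitted effect of over 50% in size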
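Temperature-shift cytotoxicity format: compound titrations on p53-null or A138V-expressing H1299 cells held 24 hr at 39C, cell ATP then measured, AC50 from Hill model.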
Numbers without * were called inactive; ? = inconclusive; [ ] = another dose, or the depositor's remark. Calls follow the shape of the dose curve; as a rule, active = well fitted curve in the direction sought with a large enough effect; inconclusive = small, poorly fitted or top-dose-only effect, or another doubt; inactive = no such curve, though single readings can be large; an effect the other way counts as inactive or inconclusive. A portion of the library; count on the stated rates, not on these rows.

Preview:
SMILES FH_mod GALK_inhibitor PTAP-TSG101_blk NTMT1_inhibitor B2AR_arrestin_ag p53null_32C_tox p53null_39C_kill
COc1ccc(-c2nn3c(=O)cc(CN4CCN(C(=O)COc5ccc(F)cc5)CC4)nc3s2)cc1 5% 0% -3% 8% -1% -9% -5%
CCOc1ccc(CN2C(=O)c3ccccc3Sc3ccc(C(=O)N4CCC5(CC4)OCCO5)cc32)cc1 -17% 8% -10% 1% 0% 37%[activator] -1%

This part in full, previewed entries included:
SMILES FH_mod GALK_inhibitor PTAP-TSG101_blk NTMT1_inhibitor B2AR_arrestin_ag p53null_32C_tox p53null_39C_kill
COc1ccc(-c2nn3c(=O)cc(CN4CCN(C(=O)COc5ccc(F)cc5)CC4)nc3s2)cc1 5% 0% -3% 8% -1% -9% -5%
CCOc1ccc(CN2C(=O)c3ccccc3Sc3ccc(C(=O)N4CCC5(CC4)OCCO5)cc32)cc1 -17% 8% -10% 1% 0% 37%[activator] -1%
CCOC(=O)c1ccc(NC(=O)c2sc3nc4c(cc3c2N)N2CCC4CC2)cc1 4% -2% -5% -11% 1% -5% -8%
CCCCc1nc2ccccc2c(=O)n1-c1cccc(OC)c1 -10% 0% 2% 0% 0% 2% -5%
CCOc1ccccc1CN(CCc1ccc2c(c1)OCO2)Cc1ccc(CC)cc1 -29% 4% -2% 12% -2% -21% -13%
COc1c(C)cc(Br)cc1C(=O)Nc1ccc(-c2nc3ncccc3o2)cc1 -7% 0% -1% -21% 0% ? ?
CCOC(=O)c1ccc(NC(=O)c2cccn(Cc3ccccc3F)c2=O)cc1 1% -7% -2% 8% 0% 6% 4%
Cc1ccc(NC(=O)Cn2c(=O)oc3ccccc32)cc1C -19% -1% -4% -1% -1% 3% 40%[activator]
Cc1cccc(-n2c(/C=C\c3cccc(Br)c3)nc3ccccc3c2=O)c1 -5% 0% -11% -4% -1% -7% 19%
Cc1ccc(-c2nc(CN3C(=O)CN=C(c4ccccc4)c4ccccc43)c(C)o2)cc1 -28% -10% 0% 13% -2% 5% 6%
Cc1ccc(OCC(=O)Nc2ccc(Cl)cc2C(=O)c2ccccc2)cc1C -4% -18% 1% 4% 0% 2% 0%
COc1ccc(OC)c(NC(=O)Cn2cc(C(=O)c3ccccc3)c3ccccc32)c1 -16% 0% -6% -1% 1% 6% -11%
Cc1cccc(C)c1OCC(=O)Nc1ccc(Cl)cc1C(=O)c1ccccc1 1% 3% 0% 4% 0% 5% 13%
O=C(COc1ccccc1[N+](=O)[O-])N1CCN(CCc2ccccn2)CC1 3% 0% -2% -5% -4% -3% -5%
O=C1CN=C(c2ccccc2)c2cc(Cl)ccc2N1Cc1ccc(Cl)cc1 -26% -9% -5% 6% -1% 4% 8%
Cc1ccc(-c2nnc(Nc3ccc(O)cc3)c3ccccc23)cc1S(=O)(=O)N1CCOCC1 ? 2% -1% -1% 0% 48%[activator] 70%[activator]
CCOc1ccc(CN(CCc2ccc3c(c2)OCO3)Cc2cccc(Br)c2)cc1 -8% 1% -7% 8.9µM* 0% -4% -7%
Cc1ccc(-n2c(/C=C/c3cccc(C(F)(F)F)c3)nc3ccccc3c2=O)cc1 4% 1% -3% 0% 3% -7% -19%
Cc1oc(-c2ccc(Cl)cc2)nc1CN1C(=O)CN=C(c2ccccc2)c2cc(Cl)ccc21 -34% 4% 0% 20% -2% 1% 7%
CCN(CC)C(=O)c1ccc(NC(=O)Cn2nc(-c3ccc(C)cc3)c3ccccc3c2=O)cc1 0% ? -1% -12% -2% 2% 4%

For convenience, part of the list above.
SMILES FH_mod GALK_inhibitor PTAP-TSG101_blk NTMT1_inhibitor B2AR_arrestin_ag p53null_32C_tox p53null_39C_kill
CCOc1ccc(CN2C(=O)c3ccccc3Sc3ccc(C(=O)N4CCC5(CC4)OCCO5)cc32)cc1 -17% 8% -10% 1% 0% 37%[activator] -1%
CCOC(=O)c1ccc(NC(=O)c2sc3nc4c(cc3c2N)N2CCC4CC2)cc1 4% -2% -5% -11% 1% -5% -8%
CCCCc1nc2ccccc2c(=O)n1-c1cccc(OC)c1 -10% 0% 2% 0% 0% 2% -5%
CCOc1ccccc1CN(CCc1ccc2c(c1)OCO2)Cc1ccc(CC)cc1 -29% 4% -2% 12% -2% -21% -13%
COc1c(C)cc(Br)cc1C(=O)Nc1ccc(-c2nc3ncccc3o2)cc1 -7% 0% -1% -21% 0% ? ?
CCOC(=O)c1ccc(NC(=O)c2cccn(Cc3ccccc3F)c2=O)cc1 1% -7% -2% 8% 0% 6% 4%
Cc1ccc(NC(=O)Cn2c(=O)oc3ccccc32)cc1C -19% -1% -4% -1% -1% 3% 40%[activator]
Cc1cccc(-n2c(/C=C\c3cccc(Br)c3)nc3ccccc3c2=O)c1 -5% 0% -11% -4% -1% -7% 19%
Cc1ccc(-c2nc(CN3C(=O)CN=C(c4ccccc4)c4ccccc43)c(C)o2)cc1 -28% -10% 0% 13% -2% 5% 6%
Cc1ccc(OCC(=O)Nc2ccc(Cl)cc2C(=O)c2ccccc2)cc1C -4% -18% 1% 4% 0% 2% 0%
COc1ccc(OC)c(NC(=O)Cn2cc(C(=O)c3ccccc3)c3ccccc32)c1 -16% 0% -6% -1% 1% 6% -11%
Cc1cccc(C)c1OCC(=O)Nc1ccc(Cl)cc1C(=O)c1ccccc1 1% 3% 0% 4% 0% 5% 13%
O=C(COc1ccccc1[N+](=O)[O-])N1CCN(CCc2ccccn2)CC1 3% 0% -2% -5% -4% -3% -5%
